Screening results: PubChem, Sanford-Burnham Center for Chemical Genomics
SENP7 block – blocks the human protease SENP7; recombinant SENP7, Z-RLRGG-aminoluciferin luminescence, 40 min; 330,000 compounds, 1.5% hits; inhibition, % at 5 µM; AID 434973;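 active = inhibition above about 50% at the single test dose, limit read from the data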;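 also: plate controls were DMSO with enzyme for no effect and no enzyme buffer wells for full effect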
Target sequence (Q9BQF6 706-1050 limits assumed): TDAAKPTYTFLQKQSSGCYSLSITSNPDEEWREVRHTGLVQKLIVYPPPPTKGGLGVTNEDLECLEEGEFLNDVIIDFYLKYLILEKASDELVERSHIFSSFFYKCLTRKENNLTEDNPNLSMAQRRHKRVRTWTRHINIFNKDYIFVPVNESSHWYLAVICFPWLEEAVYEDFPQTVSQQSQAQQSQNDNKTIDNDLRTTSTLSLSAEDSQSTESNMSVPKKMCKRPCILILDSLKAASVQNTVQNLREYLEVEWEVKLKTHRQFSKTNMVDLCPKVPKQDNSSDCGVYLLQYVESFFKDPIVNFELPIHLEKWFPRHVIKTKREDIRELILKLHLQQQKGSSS
SENP8 block-1 – inhibitors of human SENP8 protease | 360,000 compounds, 0.64% hits | inhibition, % at 20 µM | recombinant SENP8, Nedd8 substrate fluorescence | Q96LD8 | AID 602440; in the data active = inhibition mostly above about 40%, no sharp cut-off; inactive = mostly below about 27%
PfGluPho inh – PfG6PD (Plasmodium falciparum) enzyme inhibition | PfGluPho enzyme, NADPH resazurin-diaphorase fluorescence | inhibition, % at 20 µM | 350,000 compounds, 0.78% hits;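 active = inhibition reaching at least a set limit at 20 µM in the primary screen, cut at about 59% in these data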;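 also: 0% = DMSO wells with substrate and 100% = DMSO wells lacking glucose-6-phosphate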
SENP6 inh – SENP6 protease inhibition; Recombinant SENP6 catalytic domain, aminoluciferin luminescence; 330,000 compounds, 1.8% hits; AID 2599; Q9GZR1; inhibition, % at 10 µM;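 active = inhibition above about 50% at the single tested dose, limit read from the data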;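 also: plate controls were DMSO wells with enzyme for no effect and DMSO wells lacking enzyme for full effect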
Target sequence (Q9GZR1 628-1112 limits assumed): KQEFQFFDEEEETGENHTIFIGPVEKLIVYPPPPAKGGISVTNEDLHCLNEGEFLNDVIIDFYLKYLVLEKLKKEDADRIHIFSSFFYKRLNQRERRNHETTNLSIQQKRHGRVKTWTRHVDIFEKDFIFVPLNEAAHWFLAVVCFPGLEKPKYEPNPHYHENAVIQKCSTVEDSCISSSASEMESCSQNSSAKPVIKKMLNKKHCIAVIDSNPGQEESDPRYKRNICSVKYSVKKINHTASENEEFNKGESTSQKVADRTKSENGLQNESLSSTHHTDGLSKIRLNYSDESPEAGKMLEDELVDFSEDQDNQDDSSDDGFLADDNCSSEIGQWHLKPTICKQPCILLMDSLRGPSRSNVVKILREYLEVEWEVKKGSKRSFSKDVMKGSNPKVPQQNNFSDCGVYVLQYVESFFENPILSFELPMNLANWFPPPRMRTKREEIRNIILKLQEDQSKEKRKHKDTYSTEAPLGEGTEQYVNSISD
SENP1 FRET inh – SENP1 (human) catalytic domain inhibition; AID 624204; 360,000 compounds, 0.21% hits; inhibition, % at 10 µM; recombinant SENP1 catalytic domain, CyPet-SUMO1-YPet FRET cleavage; Q9P0U3;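 active = inhibition at least 30% at 10 µM, raw YFP signal under a set limit, fluorescence ratio 0.5 to 1.5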;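 also: 0% = enzyme with DMSO and 100% = no enzyme wells; some results filed as inactive read as strong as hits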
Target sequence (Q9P0U3 419-644 limits assumed): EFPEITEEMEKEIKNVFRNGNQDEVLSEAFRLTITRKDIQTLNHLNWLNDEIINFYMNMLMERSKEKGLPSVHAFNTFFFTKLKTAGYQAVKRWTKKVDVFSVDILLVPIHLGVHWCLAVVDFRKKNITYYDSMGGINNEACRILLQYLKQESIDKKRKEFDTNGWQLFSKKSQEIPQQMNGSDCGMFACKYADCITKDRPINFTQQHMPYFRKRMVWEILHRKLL
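Material: hSENP1 catalytic domain, recombinant; medium: Tris pH 8 with BME, BSA, NP40 and catalase; compound: single concentration of 10 µM compound, 0.5% DMSO final; technique: FRET read of cyan and yellow fluorescence; timing: 50 min enzyme reaction, room temperature, light-protected; reagent: SFCypet-SUMO1-SFYpet substrate at 25 nM; control set: no-enzyme low, enzyme-DMSO high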
HKDC1 inhibitor – inhibitors of human hexokinase HKDC1; recombinant HKDC1, G6PDH/diaphorase resazurin coupled fluorescence; 340,000 compounds, 0.16% hits; inhibition, % at 20 µM;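 active = inhibition above about 35% when tested at 20 µM, limit read from the data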;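 also: plate controls were DMSO wells with enzyme for no effect and DMSO wells lacking enzyme for full effect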
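Test system: recombinant HKDC1 (HK5) hexokinase enzyme, produced in-house; Amount: enzyme 5 µg/mL final; Buffer or medium: Tris pH 8.0 buffer with MgCl2, Tween-20, BSA, BME; Reagent: glucose and ATP substrates; Doses: 20 µM test compound, 1% DMSO; Incubation: 90 min reaction incubation at room temperature, dark; Detection: resorufin fluorescence at 613 nm.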
NALP3 yeast inh – NALP3 inhibition in yeast; 330,000 compounds, 0.39% hits; Yeast reconstituted NLRP3/ASC/caspase-1, beta-gal luminescence, 24 h; inhibition, % at 10 µM;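 active = inhibition of 50% or more; inactive = inhibition below 50%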;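 also: plate controls were induced DMSO wells for no effect and uninduced yeast grown without galactose for full effect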
SENP8 block-2 – SENP8 protease inhibition | inhibition, % at 10 µM | 330,000 compounds, 1.2% hits | AID 2540 | purified SENP8, Z-RLRGG-aminoluciferin cleavage, luminescence | Q96LD8; in the data active = inhibition above about 50%
Apaf1 inhib – blocks human Apaf-1 apoptosome activity; O14727; 330,000 compounds, 0.71% hits; inhibition, % at 20 µM; AID 489030; reconstituted apoptosome caspase-3 activity, DEVD-Rh110 fluorescence; active = inhibition of at least 40% at 20 µM;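 also: plate controls were DMSO wells for no effect and DEVD-CHO caspase inhibitor wells for full effect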
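Material: reconstituted apoptosome with Apaf-1, cytochrome c, caspase-9, procaspase-3, dATP. Technique: Rh110 fluorescence intensity. Buffer or medium: pH 7.5 Hepes buffer with CHAPS, BSA, DTT. Times: 30 min plus 50 min, RT.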
The depositor's hits bear a star; . = no result given; & = joins results of further samples.

SMILES	SENP7 block	SENP8 block-1	PfGluPho inh	SENP6 inh	SENP1 FRET inh	HKDC1 inhibitor	NALP3 yeast inh	SENP8 block-2	Apaf1 inhib
O=C1c2ccc(-c3ccc(F)cc3OCc3ccccc3)cc2S(=O)(=O)c2cccc(C(=O)N3CCCC3)c21	1	14	10	-1	1	2	8	7	16
CC(NC(=O)c1cccc(S(=O)(=O)N2CCN(Cc3ccccc3)CC2)c1)c1ccc(Cl)cc1 (stereo not drawn)	7	2	6	-20	1	2	15	-8	32
CN(Cc1ccc(F)cc1)C(=O)CN1C(=O)c2ccccc2S1(=O)=O	-5	11	3	7	1	-7	3	-13	7
COc1ccc(NC(=O)c2sc3ncnc(N4CCN(c5ccccn5)CC4)c3c2C)cc1Cl	7	12	3	-2	1	7	20	1	13
CCCC1CCc2c(c3ccccc3[nH]c2=O)O1 (stereo not drawn)	-5	11	5	-3	0	-3	28	-5	4
CCCC(=O)OCCNc1cc(SCc2ccco2)c2nonc2c1[N+](=O)[O-]	18	62*	46	32	-15	8	9	26	57*
CCOC(=O)N1CCN(C(=O)Cn2cc3c(n2)CCCC3)CC1	-2	17	7	-2	0	-9	10	-2	-6
CC1C(=O)CC(c2ccccc2)NC1c1ccccc1 (stereo not drawn)	-12	3	4	-16	3	-8	1	-9	0
O=C(CO)N/N=C/c1ccccc1F	-1	13	1	-26	0	-13	10	-11	-11
COc1ccc(/C=C2\NC(=S)N(CC3CCCO3)C2=O)c(OC)c1 (stereo not drawn)	5	-49	2	-18	-110	-4	19	4	1
CCOC(=O)CC[C@H](NC(=O)Cn1cnc2c(SC)nc(N)nc21)C(=O)OCC	2	-34	7	10	1	-8	8	2	-8
Cc1ccc(NC(=O)COC(=O)CCc2ccc(S(=O)(=O)N3CCOCC3)cc2)c(C)c1	-5	6	7	-16	2	-10	-14	-7	-3
CSCC(C)N1CCC(n2nccc2NC(=O)CCCc2ccccc2)CC1 (stereo not drawn)	-3	5	-4	11	-98	-3	18	-4	-2
COc1ccc(C(O)c2coc3ccc(O)c(CN(C)C)c23)cc1 (stereo not drawn)	9	10	6	2	3	4	10	0	2
CN(C(=O)c1ccc(NC(=O)Cc2ccc(NC(=O)C3CCN(C(=O)CCc4ccccc4)CC3)cc2)cc1)C1CCCC1	.	2	-7	.	1	2	.	.	.
COC(=O)CCN(Cc1cc(OC)ccc1OC)S(=O)(=O)c1ccccc1Br	8	8	5	.	3	10	.	.	16
Cn1c(C(=O)NC2CCCCCC2)cc2c(=O)n(C)c3ccccc3c21	-11	-20	49	-14	5	9	17	-11	9
COc1ccc(NC(=O)c2ccc(F)cc2)cc1S(=O)(=O)Nc1cc(C)ccc1Br	-1	3	10	8	3	-4	13	-4	13
O=c1c(O)c(-c2ccc(O)c(O)c2)oc2cc(O)ccc12	.	-164	-10	.	-23	0	.	.	.
Cc1ccc(NC(=O)CSc2nnc(CN3CCOCC3)n2C)cc1C	5	31	7	5	1	-7	-3	1	-7
Cn1c(-c2cccc(Br)c2)n[nH]c1=O	-4	2	-7	-5	2	7	-1	-2	2
CCOC(=O)N1CCN(C(=O)c2ccccc2SCC(=O)NCC2CCCCC2)CC1	8	2	-12	-1	0	0	16	0	19
Cc1cc(C)c2c(ccc3ccccc32)n1	.	-14	41	.	4	-4	.	.	.
O=C(NCC1CC1)NC(=O)c1c(F)cccc1Cl	-4	6	2	3	1	1	19	6	-1
Cc1ccnc(NC(=O)c2ccc(S(=O)(=O)N3CCCC3)cc2)c1	1	-2	1	-14	1	-4	15	-10	1

The listing continues:
SMILES	SENP7 block	SENP8 block-1	PfGluPho inh	SENP6 inh	SENP1 FRET inh	HKDC1 inhibitor	NALP3 yeast inh	SENP8 block-2	Apaf1 inhib
C=CCn1cc(C(=O)N2CCN(CC)CC2)c(=O)c2cc(S(=O)(=O)N(CC)CC)ccc21	1	20	-15	6	0	-2	-5	8	-3
CCN(C[C@H]1N[C@@](C)(C(=O)OC)[C@H]2C(=O)N(Cc3ccccc3)C(=O)[C@@H]12)C(=O)NC(C)C	3	8	-15	3	1	0	9	13	-11
CCO[C@H]1OC(C(=O)N2CCCCCCC2)=C[C@@H](C2CCCCC2)[C@@H]1CCCO	-3	-4	-3	-15	2	-6	-5	-11	26
CCC(C)(C)NC(=O)C1CCN(S(=O)(=O)c2cccs2)CC1	1	8	0	-2	4	-8	8	0	5
CSCC(=O)Nc1ccc(F)c(Cl)c1	12	-5	10	-4	1	-4	7	0	-1
CC(Sc1n[nH]c(=O)[nH]c1=O)C(=O)OCc1ccccc1 (stereo not drawn)	7	19	-11	-18	2	0	-5	2	-2
CCc1nc(SCC(=O)Nc2ccc(N(C)C)cc2)c2ccccc2n1	7	30	10	4	2	4	2	1	-8
O=S(=O)(c1ccc(OCC(O)CNCc2ccco2)c(Cl)c1)N1CCOCC1 (stereo not drawn)	-6	11	16	-12	2	2	6	-9	5
O=[N+]([O-])c1cc(C(F)(F)F)ccc1N1CCCC(O)C1 (stereo not drawn)	-2	16	1	-13	1	-12	-7	7	7
Cc1ccc(C)c(N(C(=O)c2nsc(Cl)c2Cl)C(C(=O)NC2CCCC2)c2ccc(O)cc2)c1 (stereo not drawn)	7	5	11	15	2	-5	3	2	11
COc1cccc(N2CCN(C(=S)Nc3ccccc3OC)CC2)c1	10	16	-6	-14	-1	2	2	-16	0
Cc1cccc(C)c1NC(=O)NC1(C(=O)NCCN2CCOCC2)CCCCC1	4	15	3	11	1	-5	7	8	-2
O=C(Nc1ccc2c(c1)N(S(=O)(=O)c1cccs1)CCC2)c1c(F)cccc1F	-3	2	51	-7	2	2	22	12	9
O=C(COC(=O)/C=C/c1cccc(F)c1)NC(=O)NCc1ccccc1	-1	6	-7	-20	1	5	13	3	2
CC(=O)C1=C(c2ccccc2)NC(=S)NC1c1ccc(O)c(O)c1 (stereo not drawn)	9	6	-15	-8	1	14	18	1	-2
CN1CCN(c2nnc(-c3cccs3)c3ccccc23)CC1	-7	14	6	5	2	3	-8	-3	-8
O=S(=O)(/N=C(/Nc1ccc(Cl)c(S(=O)(=O)Nc2ccccc2Cl)c1)c1ccc(F)cc1)c1ccccc1	1	15&23	8&31	-5	3&2	5&-11	4	-5	11
CCOc1ccc(OCC)c(NC(=O)CSc2nc3c(c(=O)n(C)c(=O)n3C)n2C(C)C)c1	7	9	-13	-20	-1	15	3	3	-6
COc1ccc(CCNC(=O)c2cc(C)oc2C)cc1OC	-4	15	11	-29	0	-6	-8	-7	11
CCOc1nc(SCCOc2ccc(C)cc2)nc(N(C)C)n1	-2	18	11	-24	-2	0	2	1	9
CCOC(=O)C(=O)/C(=C\N(C)C)c1onc(-c2ccccc2Cl)c1C(=O)OC	4	18	-14	-4	1	1	5	2	3
Cc1nc(N)sc1N=Nc1ccccc1C(F)(F)F	5	19	25	18	0	5	43	-8	15
Oc1ccc(Nc2nc(NCC3CCCO3)c3ccccc3n2)cc1 (stereo not drawn)	4	21	5	-16	1	4	18	-8	16
COc1ccc(C(CC(=O)N2CCCC(C)C2)c2c(OC)cc(OC)c3c(-c4ccccc4)cc(=O)oc23)cc1 (stereo not drawn)	3	-120	15	-18	-4	10	7	-6	18
COc1c(Cl)cc(Cl)cc1C(=O)Nc1ccc(C(=O)O)cc1	-2	5	-16	-9	2	-6	5	-3	-2

Results in PfGluPho inh (4 entries from above):
canonical_smiles	PfGluPho inh
O=C(COC(=O)/C=C/c1cccc(F)c1)NC(=O)NCc1ccccc1	-7
CC(=O)C1=C(c2ccccc2)NC(=S)NC1c1ccc(O)c(O)c1 (stereo not drawn)	-15
CN1CCN(c2nnc(-c3cccs3)c3ccccc23)CC1	6
O=S(=O)(/N=C(/Nc1ccc(Cl)c(S(=O)(=O)Nc2ccccc2Cl)c1)c1ccc(F)cc1)c1ccccc1	8&31

More compounds follow.
SMILES	SENP7 block	SENP8 block-1	PfGluPho inh	SENP6 inh	SENP1 FRET inh	HKDC1 inhibitor	NALP3 yeast inh	SENP8 block-2	Apaf1 inhib
Cc1ccc(C)c(C(=O)N2CCC(n3nccc3NC(=O)C3CC3)CC2)c1	1	6	7	-10	0	1	0	-4	-5
COc1ccccc1CC(=O)c1ccc(OCc2ccccc2)cc1	35	10	10	22	2	-2	28	16	19
COc1cc2c(cc1OC)C(c1ccccc1)=NCC2	4	8	1	-8	2	4	8	-2	-2
COCCN(C(=O)COC(=O)CCCc1c[nH]c2ccccc12)c1c(N)n(Cc2ccccc2)c(=O)[nH]c1=O	.	9	-7	.	-2	-1	.	.	.
CCOC(=O)c1c(CSc2ccsc2)n(C)c2cc(Br)c(O)c(CN(C)C)c12	0	4	23	-10	0	-10	5	-3	0
CCCS(=O)(=O)C/C(N)=N/OC(=O)c1ccccc1Cl	-3	-2	6	-4	-13	1	-8	-2	-2
CC[C@]1(C(=O)OC)[C@H]2C(=O)N(C)C(=O)[C@H]2[C@H]2CN=C(SCc3ccc(OC)cc3)N21	-6	0	0	.	5	-5	.	.	15
COc1ccc(-n2nnnc2/C=C\Nc2ccc(C)cc2)cc1	-10	-251	-3	-13	0	-4	4	-8	12
COc1ccc(Cl)cc1N(C)C(=O)CCNC(=O)Cn1cnc2ccccc2c1=O	1	10	-15	7	3	-4	28	4	-2
CCN(CC)S(=O)(=O)c1ccc(C(=O)OCC(=O)N2CCN(C(=O)c3ccco3)CC2)cc1	2	8	15	-6	0	-4	5	6	5
C=CCSc1nc(N)c2c3c(sc2n1)CN(C)CC3	1	-296	20	9	-88	2	-2	-10	2
CC1CN(S(=O)(=O)c2ccc(Cl)c(S(=O)(=O)N3CC(C)OC(C)C3)c2)CC(C)O1 (stereo not drawn)	-2	1	-3	3	-1	-12	19	-3	0
CCN(CC)NC(=S)Nc1ccccc1	4	11	-17	4	1	-10	-11	7	-7
CSC(=CC(=O)c1ccc(F)cc1)SC	18	12	5	9	0	-5	41	9	-2
Cc1cccc(OCCSc2nc3ccccc3n2CC(=O)O)c1	-3	6	15	-9	-1	-2	10	-5	-2
O=C1/C(=C\c2ccco2)CCC/C1=C\c1ccco1	0	-22	19	-72	-26	17	3	1	3
CN1CCN(c2ccccc2NC(=O)Cc2cn(C)c3ccccc23)CC1	-3	16	-18	-5	2	-4	6	6	5
COc1ccc(CN2CC(C(=O)N3CC(C)CC(C)C3)CC2=O)cc1 (stereo not drawn)	1	-7	9	-1	0	5	10	1	1
CCOc1ccc(-c2cc(C(=O)N3CCN(c4ccccn4)CC3)c3ccccc3n2)cc1	3	-280	10	-1	-2	-5	18	-2	10
Cn1c(=O)c2c(nc(OCc3cccnc3)n2Cc2c(F)cccc2Cl)n(C)c1=O	-13	22	-6	-12	2	5	9	-11	11

Some of these compounds in order of the SENP7 block value, high to low:
SMILES	SENP7 block
COc1ccccc1CC(=O)c1ccc(OCc2ccccc2)cc1	35
COc1cc2c(cc1OC)C(c1ccccc1)=NCC2	4
CCN(CC)S(=O)(=O)c1ccc(C(=O)OCC(=O)N2CCN(C(=O)c3ccco3)CC2)cc1	2
